# HCMV inh: qHTS Assay for inhibitors of the human cytomegalovirus (HCMV). 4.5% of 410,000 active. activity change, negative = inhibition, % at 57.5 µM. HFF cells, HCMV-luciferase reporter, 72 h; stronger effect = lower value; in the data active = activity change below about -60%; inconclusive = no clear call, values can overlap the other calls; inactive = above about -39%
#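 Compounds were evaluated in HFFs infected with an HCMV luciferase reporter virus (MOI 1 PFU/cell). Luciferase in lysates collected 72 h post infection served as the replication measure.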
# AmpC detergent: qHTS Inhibitors of AmpC Beta-Lactamase (assay with detergent). P00811. AmpC hydrolysis of nitrocefin, absorbance 480 nm, 0.01% Triton. Potency, µM (highest dose often 114 µM), inactives show at the highest dose activity change, negative = inhibition, hits mostly inhibitors. 0.041% of 370,000 active;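 also: potency is read from the fitted curve at half-maximal effect; 0% = no-compound wells and -100% = no-enzyme wells; nearly all actives have a fitted effect of over 25% in size; some results filed as inactive show a strong effect at the top dose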
# Target sequence (P00811 whole entry, looked up): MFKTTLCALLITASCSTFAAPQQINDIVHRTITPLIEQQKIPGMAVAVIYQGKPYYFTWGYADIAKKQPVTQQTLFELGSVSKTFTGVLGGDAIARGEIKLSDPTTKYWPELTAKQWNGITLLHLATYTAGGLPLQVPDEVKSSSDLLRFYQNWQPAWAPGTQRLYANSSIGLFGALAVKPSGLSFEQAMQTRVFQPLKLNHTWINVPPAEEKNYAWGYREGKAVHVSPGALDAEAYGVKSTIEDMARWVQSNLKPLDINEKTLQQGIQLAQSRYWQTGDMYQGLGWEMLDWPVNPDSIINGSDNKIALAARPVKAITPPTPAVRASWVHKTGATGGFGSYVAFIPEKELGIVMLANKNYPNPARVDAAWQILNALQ
#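 AmpC (5.3 nM in the dispensed reagent) in 20 mM phosphate pH 7.0 with 0.01% (detergent screen) or 0.0001% Triton X-100 was preincubated with compounds for 15 min at room temperature. Nitrocefin was then added from an 800 uM solution, and hydrolysis was followed at 480 nm.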
# LmPK inhibitor: qHTS Assay for Inhibitors of Leishmania Mexicana Pyruvate Kinase (LmPK) | purified LmPK, Kinase-Glo ATP luminescence, 1 h | Potency, µM (series often up to 57.5 µM), for the others: top-dose activity change, negative = inhibition, usual class: inhibitors | 0.37% of 290,000 active | AID 1721, 2009; also: potency is read from the fitted curve at half-maximal effect
# Target sequence (Q27686 whole entry, looked up): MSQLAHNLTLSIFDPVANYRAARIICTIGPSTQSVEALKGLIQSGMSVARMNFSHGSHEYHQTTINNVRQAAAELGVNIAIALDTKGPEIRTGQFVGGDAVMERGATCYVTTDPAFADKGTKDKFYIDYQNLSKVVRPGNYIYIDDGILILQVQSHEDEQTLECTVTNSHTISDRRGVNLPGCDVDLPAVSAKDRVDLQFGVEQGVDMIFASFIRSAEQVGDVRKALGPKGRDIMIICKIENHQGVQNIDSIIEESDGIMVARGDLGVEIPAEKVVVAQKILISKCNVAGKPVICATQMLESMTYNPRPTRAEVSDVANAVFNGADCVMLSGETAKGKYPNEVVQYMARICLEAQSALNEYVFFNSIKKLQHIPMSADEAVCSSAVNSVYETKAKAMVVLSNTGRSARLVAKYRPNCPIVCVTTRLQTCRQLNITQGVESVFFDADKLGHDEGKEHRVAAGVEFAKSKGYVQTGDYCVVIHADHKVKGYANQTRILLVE
#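 Purified LmPK (0.1 nM) converted ADP (0.1 mM) to ATP with PEP (0.5 mM) in imidazole buffer pH 7.2 with KCl and MgCl2, 1 h at room temperature. ATP was read by Kinase-Glo luminescence; data normalized to uninhibited and no-enzyme controls.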
# AmpC no deterg: qHTS Inhibitors of AmpC Beta-Lactamase (assay without detergent). P00811. AmpC nitrocefin hydrolysis, absorbance 480 nm, 0.0001% Triton. Potency, µM (series often up to 57.1 µM), inactives show top-dose activity change, negative = inhibition, hits mostly inhibitors. 0.52% of 330,000 active. AID 485341, 2010;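 also: potency is read from the fitted curve at half-maximal effect; plate controls were no compound for no effect and no enzyme for full effect; nearly all actives have a fitted effect of over 20% in size; some results filed as inactive show a strong effect at the top dose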
#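 AmpC (5.3 nM in the dispensed reagent) in 20 mM phosphate pH 7.0 with 0.01% (detergent screen) or 0.0001% Triton X-100 was preincubated with compounds for 15 min at room temperature. Nitrocefin was then added from an 800 uM solution, and hydrolysis was followed at 480 nm.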
# TbPYK inhibitor: qHTS of Trypanosoma Brucei Inhibitors; pyruvate kinase (Trypanosoma brucei), Q57TT1; Potency, µM (series often up to 76.8 µM), inactives show at the top dose activity, negative = inhibition, hits mostly inhibitors; TbPYK enzyme, Kinase-Glo Plus ATP luminescence, 45 min; AID 624173, 2012; 0.12% of 410,000 active; also: potency is read from the fitted curve at half-maximal effect; nearly all actives have a fitted effect of over 50% in size
#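 Assay buffer: 50 mM TEA pH 7.2, 100 mM KCl, 10 mM MgCl2, 0.05% BSA, 0.01% Tween-20. Pyruvate kinase from T. brucei plus substrate met compound, then ADP (130 uM final). Luminescence was read post 45 min RT.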
# AMA1-RON2 inh: qHTS for Inhibitors of AMA1-RON; Towards Development of Antimalarial Drug Lead: Primary Screen. Potency, µM (doses to about 58.2 µM), for the others: at the top dose activity change, negative = inhibition, hits mostly inhibitors. AlphaScreen AMA1-biotinylated RON2 peptide binding. 0.2% of 360,000 active;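 also: potency is read from the fitted curve at half-maximal effect; 0% = vehicle wells and -100% = peptide control; nearly all actives have a fitted effect of over 45% in size; some results filed as inactive show a strong effect at the top dose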
#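 AMA1 (3D7) with his tag at 25 nM final met compounds first, then biotinylated RON2 peptide at 25 nM; detection used donor plus acceptor beads, 10 µg/mL apiece, read by AlphaScreen after 30 min at room temperature.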
# HCV inhibitor: qHTS Assay for Inhibitors of Hepatitis C Virus (HCV). Huh7.5.1 HCVcc-Cre infection, luciferase reporter, 44 h. Potency, µM (titrated, usually from 41.8 µM), for the others: top-dose activity change, negative = inhibition, most hits filed as inhibitors. 3.4% of 340,000 active. AID 651820, 2012; also: potency is read from the fitted curve at half-maximal effect
#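 Seed cells (1,000/well) for 4 h; treat with compound and infect with HCVcc-Cre, moi about 0.5. Incubate 44 h, then detect luciferase activity.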
# * hit, by the source's call; ? = inconclusive; · = not tested or not shown; [ ] = another dose, or the depositor's remark. Unless noted, calls follow the shape of the dose curve; as a rule, active = well fitted curve in the direction sought with a large enough effect; inconclusive = small, poorly fitted or top-dose-only effect, or another doubt; inactive = no such curve, though single readings can be large; an effect the other way counts as inactive or inconclusive. Unless noted, % is scaled to controls: 0 for no effect and ±100 for the full control effect.
cpd	Compound	HCMV inh	AmpC detergent	LmPK inhibitor	AmpC no deterg	TbPYK inhibitor	AMA1-RON2 inh	HCV inhibitor
1	CC1(c2cccc(Br)c2)NC(=O)NC1=O (configuration not stated)	-28	?	-2%	-11%	1%	-16%	7%
2	CCn1c(CN2CCCCC2)nc2cc(S(=O)(=O)N3CCCCC3)ccc21	?	-3%	·	27%	5%	0%	-22%
3	C/C(=N\NC(=O)Cc1ccccc1)c1ccc(Br)s1	75	3%	-3%	-15%	-4%	1%	-5%
4	Cc1cccc(NC(=S)N2CCOCC2)c1C	33	-5%	-3%	-23%	-4%	16%	7%
5	CCOc1ncccc1C(=O)OCC(=O)c1c(N)n(C)c(=O)n(C)c1=O	67	-11%	1%	-16%	-2%	-3%	10%
6	Cc1cc(C(=O)CSc2nc(N)cc(N)n2)c(C)n1CCc1ccc(F)cc1	?	-2%	2%	-55%	-15%	-12%	?
7	O=C(NCc1nc2ccccc2[nH]1)C1=C[C@@H](c2ccc3c(c2)OCO3)C[C@@H](OCc2ccc(CO)cc2)O1	·	6%	7%	-1%	·	·	·
8	CCOC(=O)c1ccc(N2CCOCC2)c(NC(=O)COCC(=O)O)c1	45	5%	-6%	-14%	0%	5%	11%
9	Cc1ccc(C)c(N2C(=O)c3cc(N4CCOCC4)c([N+](=O)[O-])cc3C2=O)c1	-21	-8%	4%	-12%	-6%	-8%	3%
10	CCOC(=O)c1ccc(NC(=S)N2CCSC2c2ccc(Cl)cc2)cc1 (configuration not stated)	-28	-3%	-1%	-12%	-1%	13%	?
11	CC1Oc2ccccc2N(CC(=O)NCc2cccs2)C1=O (configuration not stated)	44	-1%	-11%	-12%	3%	-4%	9%
12	Cc1ccc(S(=O)(=O)Nc2ccccc2-c2ccccc2)cc1	-10	0%	8%	-30%	-4%	8%	?
13	N#Cc1c(N)nc2c(c1-c1ccncc1)CCCCC2	1	-4%	2%	-4%	0%	19%	-23%
14	COc1ccc(N2C(=O)c3ccccc3NC23CCCCC3)cc1	9	-19%	?	-23%	-4%	-3%	6%
15	COc1cccc(/C=C/C(=O)OCC(=O)NCC2CCCO2)c1OC (configuration not stated)	22	-11%	-3%	-1%	5%	11%	15%

# Values in list order from above:
# AmpC no deterg, nos. 1 to 12: -11%, 27%, -15%, -23%, -16%, -55%, -1%, -14%, -12%, -12%, -12%, -30%
# HCV inhibitor, nos. 1 to 12: 7%, -22%, -5%, 7%, 10%, ?, ·, 11%, 3%, ?, 9%, ?

# (next part)
cpd	Compound	HCMV inh	AmpC detergent	LmPK inhibitor	AmpC no deterg	TbPYK inhibitor	AMA1-RON2 inh	HCV inhibitor
16	N#Cc1c(NC(=O)C(=O)NCCCN2CCOCC2)sc2c1CCCC2	-33	6%	0%	0%	-5%	10%	-25%
17	CN1c2cccc3cccc(c23)N(C)C1c1cccs1	30	4%	3%	-33%	-5%	-1%	2%
18	O=C(NC(Nc1nc2ccc([N+](=O)[O-])cc2s1)(C(F)(F)F)C(F)(F)F)c1cccnc1	-102*	-13%	-1%	-26%	-8%	4%	4.5µM*
19	CN(C)C(=O)c1nc2ccc(Cl)cn2c1CNCc1ccccc1OC(F)(F)F	4	2%	8%	101%[activator]	-7%	-20%	-15%
20	CC1CCCC(C)N1C(=O)COC(=O)c1ccc2c(c1)OCO2 (configuration not stated)	-25	-13%	0%	-8%	3%	-3%	1%
21	N=c1n(CC(=O)c2ccc(Br)cc2)c2ccccc2n1Cc1ccccc1	-61*	-2%	·	-26%	-5%	17%	?
22	CC(C)C[C@H]1C(=O)N2CCC[C@H]2[C@]2(O)O[C@](NC(=O)C3C=C4c5cccc6[nH]c(Br)c(c56)C[C@H]4N(C)C3)(C(C)C)C(=O)N12 (some centres not stated)	-26	·	·	·	-9%	?	?
23	COc1cccc(C2=CC(c3ccc(OC)c(OC)c3)NC(=S)N2)c1 (configuration not stated)	37	-6%	0%	-24%	-9%	11%	?
24	COCCN(C(=O)Cc1coc2cc(C)c(C)cc12)c1c(N)n(Cc2ccccc2)c(=O)[nH]c1=O	-17	?	·	120%[activator]	-7%	5%	-2%
25	COc1ccccc1C(=O)COC(=O)C(NC(=O)Cc1ccccc1)C(C)C (configuration not stated)	8	·	·	-3%	3%	0%	-22%
26	Cc1ccc(Cl)cc1NS(=O)(=O)c1ccc(N2CCCCS2(=O)=O)cc1	0	-2%	·	·	2%	·	·
27	CCc1cc2c(=O)c(-c3cscn3)coc2cc1O	125	-6%	-7%	-24%	-3%	-2%	-20%
28	Cn1ccnc1SCc1cn2cc(Br)ccc2n1	-17	-3%	-18%	-11%	-5%	-3%	6%
29	COc1ccc(C2=CC(=O)C[C@H](COCc3ccccc3)N(C(=O)OC(C)(C)C)O2)cc1	-20	·	·	·	-6%	8%	?
30	Cc1sc2c(c1C)c(=O)n(-c1ccccc1)c(=O)n2CC(=O)NCC1CCCO1 (configuration not stated)	-29	2%	3%[11.5 µM]	-15%	6%	-3%	-4%

# Brought forward from above: seven entries, followed by the next part.
cpd	Compound	HCMV inh	AmpC detergent	LmPK inhibitor	AmpC no deterg	TbPYK inhibitor	AMA1-RON2 inh	HCV inhibitor
24	COCCN(C(=O)Cc1coc2cc(C)c(C)cc12)c1c(N)n(Cc2ccccc2)c(=O)[nH]c1=O	-17	?	·	120%[activator]	-7%	5%	-2%
25	COc1ccccc1C(=O)COC(=O)C(NC(=O)Cc1ccccc1)C(C)C (configuration not stated)	8	·	·	-3%	3%	0%	-22%
26	Cc1ccc(Cl)cc1NS(=O)(=O)c1ccc(N2CCCCS2(=O)=O)cc1	0	-2%	·	·	2%	·	·
27	CCc1cc2c(=O)c(-c3cscn3)coc2cc1O	125	-6%	-7%	-24%	-3%	-2%	-20%
28	Cn1ccnc1SCc1cn2cc(Br)ccc2n1	-17	-3%	-18%	-11%	-5%	-3%	6%
29	COc1ccc(C2=CC(=O)C[C@H](COCc3ccccc3)N(C(=O)OC(C)(C)C)O2)cc1	-20	·	·	·	-6%	8%	?
30	Cc1sc2c(c1C)c(=O)n(-c1ccccc1)c(=O)n2CC(=O)NCC1CCCO1 (configuration not stated)	-29	2%	3%[11.5 µM]	-15%	6%	-3%	-4%
31	CCCn1c(=O)c2sccc2n2c(CCCC(=O)NCCc3ccc(Cl)cc3)nnc12	-21	-7%	·	·	-4%	·	·
32	CCOC(=O)c1ccc(NC(=O)c2cccc(C)c2[N+](=O)[O-])cc1	-37	-2%	5%	-25%	3%	-2%	?
33	Cc1cccc(N2CCN(Cc3cnc(Cl)s3)CC2C)c1 (configuration not stated)	?	-6%	0%	23%	-3%	?	14%
34	O=C(COc1ccc(S(=O)(=O)N2CCOCC2)cc1)NCCc1ccccc1	-16	?	·	-10%	0%	4%	-2%
35	CCC(C)N1CC(=O)N2Cc3[nH]c4ccccc4c3C[C@H]2C1=O (some centres not stated)	22	?	7%	1%	-4%	0%	17%
36	Cn1cnc(S(=O)(=O)N2CCCCC2c2cc(C(=O)Nc3cccc(C#N)c3)no2)c1 (configuration not stated)	-18	·	·	·	-5%	-19%	·
37	COc1ccc(-c2cc([C@H]3[C@@H]4C=CCC[C@@]4(C)C(=O)N3Cc3ccccc3)ccc2F)cc1OC	21	-7%	4%	145%[activator]	-3%	-25%	10µM*
38	CCC(=O)Nc1c(S(=O)(=O)c2ccc(C)cc2)c2nc3ccccc3nc2n1C(C)c1ccccc1 (configuration not stated)	·	-2%	7%	-17%	11%	0%	?
39	CC(=O)C1CCC2C3C(N4CC4)CC4=CC(=O)CCC4(C)C3CCC12C (configuration not stated)	?	·	·	·	-11%	1%	?
40	CC1(C(=O)OCC(=O)Nc2nnc(-c3ccccc3)o2)CC1(Cl)Cl (configuration not stated)	-16	?	·	-18%	-3%	51%[activator]	-4%
41	O=C(NC1CCN(Cc2ccccc2)CC1)c1ccccc1NS(=O)(=O)c1ccc(F)cc1	-12	·	·	0%	-4%	-1%	-22%
42	COc1ccccc1C(=O)Nc1ccccc1C(=O)NCc1ccco1	20	5%	-3%	-18%	-5%	-10%	1%
43	C=CCn1c(SCc2nc3sc(C(=O)O)c(C)c3c(=O)[nH]2)nnc1-c1ccc(C(C)(C)C)cc1	?	3%	21%	-41%	-12%	15%	38%[activator]
44	COc1cccc(-c2nn(-c3ccccc3)cc2/C=C\C(=O)c2cccs2)c1	?	-4%	3%	-16%	2%	-3%	-16%
45	CC(C)c1ccc(NC(=O)C2CCN(S(=O)(=O)c3cccc4nonc34)CC2)cc1	-11	23%	·	·	4%	·	·

# Reprinted at random: 3 entries already listed
cpd	Compound	HCMV inh	AmpC detergent	LmPK inhibitor	AmpC no deterg	TbPYK inhibitor	AMA1-RON2 inh	HCV inhibitor
41	O=C(NC1CCN(Cc2ccccc2)CC1)c1ccccc1NS(=O)(=O)c1ccc(F)cc1	-12	·	·	0%	-4%	-1%	-22%
31	CCCn1c(=O)c2sccc2n2c(CCCC(=O)NCCc3ccc(Cl)cc3)nnc12	-21	-7%	·	·	-4%	·	·
33	Cc1cccc(N2CCN(Cc3cnc(Cl)s3)CC2C)c1 (configuration not stated)	?	-6%	0%	23%	-3%	?	14%

# More compounds:
cpd	Compound	HCMV inh	AmpC detergent	LmPK inhibitor	AmpC no deterg	TbPYK inhibitor	AMA1-RON2 inh	HCV inhibitor
46	O=C(NNc1ccccc1[N+](=O)[O-])Nc1ccc(Cl)c(Cl)c1	18	-15%	-1%	25µM*	2%	-8%	?
47	NNC(=O)CSc1nnc(-c2ccccc2)n1-c1ccccc1	-1	4%	1%	-15%	4%	39%[activator]	16%
48	Cc1ccccc1Cn1c(SCc2ccc(C(=O)NCc3cccs3)cc2)nc2ccncc21	-32	16%	·	·	0%	·	·
49	COC(=O)c1ccc2[nH]c3cccc(/C(=C/c4ccccc4)c4ccccc4)c3c2c1	-10	?	5%	-52%	-10%	15%	?
50	COCCCNC(=O)CSc1ccsc1[N+](=O)[O-]	-23	2%	-2%	-21%	4%	15%	21%
51	COc1ccc(C(=O)Nc2nnc(Cc3ccc(OC)c(OC)c3)s2)cc1	16	-8%	-2%	5%	-2%	-3%	-14%
52	O=C(OCC(=O)C12CC3CC(CC(C3)C1)C2)c1ccc(O)cc1O	-26	?	·	-7%	-2%	-10%	-21%

# Screening data as filed in PubChem.

# Rows were taken by chance (roughly 7.5% active in at least one column).
